From PubChem BioAssay
Yeast superoxide: caloric restriction mimetics inhibiting age-related superoxide in yeast. S. cerevisiae aged cells, superoxide DHE fluorescence; stronger effect = lower value. superoxide response (% of plate mean), % at 10 µM. 330,000 tested, 0.18% active;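 active = superoxide response under a set limit, about three screen SD below normal, cut at about 65% in these data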;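 also: yeast aged for seven days with compound at 30 °C before DHE staining; 100% = average MFI of all compound-treated wells on the plate with controls excluded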
CIT2 TOR yeast: yeast TOR pathway CIT2-GFP modulation; S. cerevisiae CIT2-GFP strain, flow cytometry, 3 h; 100 means same as DMSO wells; GFP response vs DMSO, % at 10 µM; 320,000 tested, 0.065% active; AID 2029;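 active = GFP response relative to DMSO above a set limit, near the screen mean plus 3 SD, cut at about 150% in these data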;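 also: ratio of well median GFP fluorescence to mean of DMSO wells on the plate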
RPL19A-GFP yeast: modulators of TOR pathway RPL19A-GFP in S. cerevisiae; S. cerevisiae RPL19A-GFP strain, flow cytometry, 3 h; stronger effect = lower value; AID 2025; percent response vs DMSO, % at 10 µM; 330,000 tested, 0.3% active;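 active = percent response vs DMSO below 50%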;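 also: median channel GFP fluorescence of the barcoded RPL19A-GFP strain; ratio of sample median GFP to plate DMSO average so 100% = DMSO; lower means less RPL19A-GFP as with rapamycin TOR inhibition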
Efflux pump inh: inhibitors of Candida antifungal efflux pumps expressed in yeast. S. cerevisiae Candida pump triplex, Nile Red efflux. inhibition, % at 10 µM. 330,000 tested, 0.44% active. AID 485275;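 active = plate passing quality check with inhibition over a set limit, or well fluorescence over plate mean plus 4 SD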;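 also: Nile Red retained in pooled yeast measured as flow cytometry median fluorescence; 0% = buffer negative control and 100% = Enniatin B positive control; higher means more Nile Red kept so more efflux inhibition; some compounds called inactive have numbers as strong as hits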
AHR act: human AHR activation | 320,000 tested, 2.5% active | activation, % at 5 µM | AHR-responsive luciferase reporter cells, luminescence | P35869; in the data active = activation above about 47%;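 also: 0% = vehicle wells and 100% = reference agonist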
Target sequence (P35869 whole entry, looked up): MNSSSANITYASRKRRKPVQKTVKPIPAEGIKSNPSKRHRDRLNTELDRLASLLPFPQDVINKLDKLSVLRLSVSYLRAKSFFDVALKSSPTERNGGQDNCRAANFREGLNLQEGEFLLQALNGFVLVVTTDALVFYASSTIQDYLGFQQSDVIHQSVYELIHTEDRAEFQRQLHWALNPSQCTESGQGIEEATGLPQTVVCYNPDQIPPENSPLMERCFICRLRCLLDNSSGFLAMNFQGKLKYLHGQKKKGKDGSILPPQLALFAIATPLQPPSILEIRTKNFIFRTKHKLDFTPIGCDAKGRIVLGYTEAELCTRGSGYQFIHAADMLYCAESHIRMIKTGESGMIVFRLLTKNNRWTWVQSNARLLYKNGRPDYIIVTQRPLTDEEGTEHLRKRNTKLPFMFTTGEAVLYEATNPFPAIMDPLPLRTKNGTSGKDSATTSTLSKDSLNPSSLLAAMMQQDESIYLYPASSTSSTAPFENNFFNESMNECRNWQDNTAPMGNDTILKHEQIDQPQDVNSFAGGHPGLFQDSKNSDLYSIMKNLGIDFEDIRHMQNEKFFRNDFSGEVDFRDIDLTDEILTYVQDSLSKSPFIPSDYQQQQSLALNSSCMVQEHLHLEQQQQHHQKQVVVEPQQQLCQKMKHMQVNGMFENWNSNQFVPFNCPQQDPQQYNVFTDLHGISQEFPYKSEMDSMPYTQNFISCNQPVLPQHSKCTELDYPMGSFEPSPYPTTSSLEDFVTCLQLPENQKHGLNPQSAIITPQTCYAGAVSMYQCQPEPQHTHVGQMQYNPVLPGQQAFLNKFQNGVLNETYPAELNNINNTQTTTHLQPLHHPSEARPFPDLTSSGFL
AGP1 TOR yeast: alters AGP1-GFP fluorescence in TOR pathway yeast screen; GFP response vs DMSO, % at 10 µM; S. cerevisiae AGP1-GFP multiplex flow cytometry, 3 h; GFP as percent of DMSO wells; 320,000 tested, 0.02% active;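 active = GFP response relative to DMSO above a set limit, near screen average plus 3 SD, cut at about 150% in these data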;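 also: median GFP channel fluorescence of the gated AGP1 strain per well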
LAP4-GFP MLPCN: modulators of TOR pathway LAP4-GFP in S. cerevisiae. S. cerevisiae LAP4-GFP multiplex, flow cytometry GFP, 3 h; median GFP as percent of DMSO wells. GFP response vs DMSO, % at 10 µM. 320,000 tested, 0.34% active;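 active = GFP response vs DMSO above a set limit, about the screen mean plus 3 SD, cut at about 150% in these data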
MEP2 TOR yeast: yeast TOR pathway MEP2-GFP modulation; S. cerevisiae MEP2-GFP strain, flow cytometry GFP, 3 h; 100% = DMSO control level; GFP response vs DMSO, % at 10 µM; 330,000 tested, 0.51% active; AID 2016;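 active = GFP response versus DMSO above a set limit, roughly screen mean plus 3 SD, cut at about 180% in these data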;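 also: median GFP fluorescence of the barcode-gated MEP2-GFP cells per well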
Starred values were filed as active, the others as inactive; . = not tested or not shown.

| No. | SMILES | Yeast superoxide | CIT2 TOR yeast | RPL19A-GFP yeast | Efflux pump inh | AHR act | AGP1 TOR yeast | LAP4-GFP MLPCN | MEP2 TOR yeast |
| --- | --- | --- | --- | --- | --- | --- | --- | --- | --- |
| 1 | CN(c1ccccc1C(=O)Nc1ccc(S(=O)(=O)N2CCOCC2)cc1)S(C)(=O)=O | 96 | 92 | 99 | 0.0 | -3 | 92 | 83 | 101 |
| 2 | O=C(CSc1nnc(CNC(=O)c2ccccc2F)o1)Nc1ccc2c(c1)OCO2 | 91 | 100 | 102 | -0.1 | 45 | 100 | 94 | 102 |
| 3 | CCOc1ccccc1NS(=O)(=O)c1cn(C)nc1C | 104 | 93 | 96 | -0.2 | -2 | 99 | 100 | 97 |
| 4 | O=C(Cc1ccc(S(=O)(=O)N2CCCCC2)s1)Nc1ccc(F)cc1F | 108 | 102 | 103 | 0.1 | 3 | 105 | 92 | 90 |
| 5 | Cc1cccc(OCC(=O)Nc2ccccc2-c2ccccc2)c1 | 92 | 102 | 101 | -0.2 | 0 | 104 | 106 | 107 |
| 6 | COc1ccc(/C=C/C(=O)NC(=S)NCc2ccccc2)cc1OC | 81 | 98 | 99 | 0.1 | 5 | 104 | 111 | 96 |
| 7 | CN1CCN(C(=O)c2ccc(C(C)(C)C)cc2)CC1 | 99 | 108 | 102 | -0.1 | -2 | 106 | 106 | 104 |
| 8 | OC1(c2ccc(Br)cc2)CCN(Cc2cccc(Br)c2)CC1 | 95 | 105 | 100 | 0.1 | 0 | 94 | 94 | 102 |
| 9 | NC(=NCCc1c[nH]c2ccccc12)NC(=O)c1ccc(Cl)cc1 | 104 | 106 | 98 | -0.1 | 10 | 109 | 110 | 107 |
| 10 | Cc1ccc(S(=O)(=O)Nc2ccc3c(c2)nc(CCN2CCOCC2)n3C)cc1 | 114 | 99 | 91 | 0.0 | -1 | 92 | 104 | 88 |
| 11 | COc1ccc(C(=O)NC(=S)Nc2ccc(Cl)cn2)cc1OC | 100 | 96 | 98 | 0.6 | 6 | 94 | 96 | 110 |
| 12 | Cc1cccc(N=C/C(C(=O)C(F)(F)F)=C(\O)c2ccco2)c1 | 103 | 100 | 106 | 0.1 | 16 | 107 | 102 | 114 |
| 13 | O=c1c(Cl)c(NCCO)ncn1-c1ccccc1 | 100 | 82 | 100 | 0.1 | 5 | 103 | 100 | 101 |
| 14 | CCOC(=O)c1c(C)[nH]c(C)c1S(=O)(=O)N1CCOCC1 | 91 | 101 | 100 | -0.1 | 3 | 99 | 99 | 107 |
| 15 | Cc1ccc(C)c(CSc2ncccc2C(=O)O)c1 | 136 | 100 | 105 | 0.1 | -4 | 98 | 94 | 101 |
| 16 | OCCNc1nc(Nc2ccccc2O)nc(N2CCCC2)n1 | 91 | 96 | 105 | 0.0 | 13 | 90 | 125 | 99 |
| 17 | O=C(Cn1ccc(NC(=O)OCc2ccccc2)nc1=O)NCCN1CCOCC1 | 117 | 90 | 94 | 0.1 | -2 | 95 | 92 | 95 |
| 18 | O=C(Nc1c(C(=O)N2CCOCC2)oc2ccccc12)c1ccccc1Cl | 89 | 100 | 105 | 0.1 | -5 | 97 | 120 | 111 |
| 19 | COc1ccc(C(=O)NCC2OCCc3ccccc32)c(O)c1 (stereo not drawn) | 99 | 87 | 99 | 0.1 | 3 | 89 | 103 | 90 |
| 20 | Oc1ccccc1C(Nc1nccs1)c1ccc2cccnc2c1O (stereo not drawn) | 68 | 94 | 97 | 0.4 | 6 | 90 | 94 | 95 |
| 21 | COc1ccc2nc(Nc3nc(CSc4nc5ccccc5s4)cc(=O)[nH]3)nc(C)c2c1 | 86 | 100 | 99 | 0.0 | 2 | 97 | 97 | 109 |
| 22 | CCn1c(CSCc2ccc(F)cc2)nnc1SCC(=O)NCc1ccccc1 | 100 | 91 | 98 | 0.1 | 0 | 98 | 100 | 102 |
| 23 | O=C(Nc1ccccc1-c1nc2ccccc2s1)C1=COCCO1 | 97 | 94 | 100 | 0.0 | 93* | 97 | 94 | 99 |
| 24 | Cc1cc(NC(=O)c2cccc(C(=O)Nc3cc(C)on3)n2)no1 | 124 | 96 | 100 | 0.0 | 6 | 106 | 109 | 117 |
| 25 | O=C(NC1CCCCCC1)C(Cc1ccccc1)n1cccc1 (stereo not drawn) | 98 | 85 | 99 | 0.1 | 1 | 99 | 111 | 104 |
| 26 | COc1ccccc1C1CC(c2ccc(Cl)cc2Cl)Nc2nc(N)nn21 (stereo not drawn) | 93 | 100 | 102 | 0.5 | 14 | 103 | 105 | 103 |
| 27 | COc1ccccc1CN1CCC(CNS(=O)(=O)c2cc(-c3cc(C)no3)ccc2C)CC1 | 93 | 98 | 99 | 0.0 | 1 | 105 | 105 | 98 |
| 28 | COc1ccc(S(=O)(=O)Nc2nc3c(s2)C(=O)CC(C)(C)C3)cc1 | 104 | 111 | 100 | -0.5 | -2 | 87 | 96 | 99 |
| 29 | O=C(Nc1ccc2nn(-c3ccccc3)nc2c1)c1cccnc1 | 94 | 96 | 98 | 0.1 | -14 | 100 | 107 | 102 |
| 30 | O=[N+]([O-])c1ccccc1S(=O)(=O)N1CCN(CC2CC3C=CC2C3)CC1 (stereo not drawn) | 113 | 101 | 106 | 0.0 | 1 | 103 | 99 | 101 |
| 31 | O=C1CC(N2CCN(c3ccc(F)cc3)CC2)C(=O)N1c1ccc2c(c1)OCO2 (stereo not drawn) | 99 | 95 | 104 | 0.1 | 0 | 101 | 100 | 92 |
| 32 | Cc1ccc(N(Cc2ccccc2)C(=O)c2cc(S(=O)(=O)N3CCOCC3)ccc2Cl)cc1 | 98 | 89 | 94 | 0.0 | 0 | 104 | 94 | 94 |
| 33 | COC(=O)c1scc(C)c1S(=O)(=O)Nc1ccc(C)cc1 | 106 | 98 | 97 | 0.0 | -1 | 96 | 120 | 100 |
| 34 | Cc1ccc(-c2ccc(=O)n(Cc3cc(C)ccc3C)n2)cc1 | 111 | 103 | 108 | -0.1 | . | 102 | 101 | 119 |
| 35 | Cc1cc(NC(=O)c2ccoc2C)no1 | 96 | 111 | 112 | 0.1 | 11 | 109 | 117 | 108 |
| 36 | Cc1ccc(NC(=O)COC(=O)c2ccc[n+]([O-])c2)c(Br)c1 | 91 | 104 | 98 | 0.1 | -1 | 105 | 103 | 107 |
| 37 | CCn1c(=O)cc(OCC(=O)Nc2ccccc2C#N)c2ccccc21 | 97 | 102 | 99 | -0.4 | 73* | 101 | 103 | 111 |
| 38 | COC(=O)C1(CCSC)NC(c2ccc(OC)cc2OC)C2C(=O)N(c3cccc(C(C)=O)c3)C(=O)C21 (stereo not drawn) | 103 | 104 | 101 | -0.1 | 0 | 101 | 82 | 91 |
| 39 | Cc1ccc2c(C)c(C(=O)N3CCC(O)(c4ccccc4)CC3)oc2c1C | 97 | 97 | 103 | 0.0 | 3 | 100 | 98 | 110 |
| 40 | CCCCOC(=O)Nc1nc(C)c(C(=O)OCC)s1 | 77 | 98 | 100 | 0.0 | -3 | 101 | 111 | 107 |
| 41 | O=C(Nc1ccc(Cl)cn1)c1cc(S(=O)(=O)N2CCCCC2)ccc1Cl | 92 | 92 | 98 | 0.1 | 1 | 102 | 103 | 108 |
| 42 | COc1ccc(N(CC(=O)NC2CCCCCC2)S(=O)(=O)c2ccccc2)cc1Cl | 94 | 101 | 103 | 0.0 | -2 | 102 | 105 | 98 |
| 43 | Cc1ccc(CS(=O)(=O)CCC(=O)NCc2ccccn2)cc1 | 101 | 106 | 97 | 0.0 | 10 | 104 | 108 | 105 |
| 44 | N#CCCCSc1nnc(-c2ccccn2)o1 | 92 | 100 | 101 | 0.0 | 9 | 107 | 97 | 102 |
| 45 | Cc1ccc(C(=O)c2ccc([N+](=O)[O-])cc2)cc1 | 77 | 91 | 95 | 0.0 | -9 | 92 | 98 | 98 |
| 46 | COC(=O)c1c(N(S(C)(=O)=O)S(C)(=O)=O)sc2c1CCN(c1ncc(C(F)(F)F)cc1Cl)C2 | 116 | 80 | 94 | 0.2 | 5 | 96 | 97 | 94 |
| 47 | COc1ccc(N(Cc2cc3cc(OC)ccc3[nH]c2=O)S(=O)(=O)c2ccc(NC(C)=O)cc2)cc1 | 104 | 95 | 98 | 0.1 | 10 | 95 | 96 | 112 |
| 48 | C[C@H](CO)N1C[C@H](C)[C@@H](CN(C)C(=O)Nc2ccc3c(c2)OCO3)Oc2c(NC(=O)Nc3ccccc3)cccc2C1=O | 103 | 92 | 91 | 0.1 | 5 | 92 | 90 | 87 |
| 49 | COc1ccccc1NC(=O)CN1C(=O)C(C)SC(C)C1=O (stereo not drawn) | 129 | 104 | 104 | -0.1 | 3 | 100 | 94 | 111 |
| 50 | CC(C)OCC(O)CN1CCN(CC(O)COc2ccc3c(c2)OCO3)CC1 (stereo not drawn) | 72 | 98 | 95 | 0.0 | 5 | 87 | 101 | 101 |

The results go on.
| No. | SMILES | Yeast superoxide | CIT2 TOR yeast | RPL19A-GFP yeast | Efflux pump inh | AHR act | AGP1 TOR yeast | LAP4-GFP MLPCN | MEP2 TOR yeast |
| --- | --- | --- | --- | --- | --- | --- | --- | --- | --- |
| 51 | C=CCNC(=O)C1=NOC(CNC(=O)c2c(-c3ccccc3Cl)noc2C)C1 (stereo not drawn) | 120 | 94 | 97 | 0.3 | 1 | 97 | 93 | 105 |
| 52 | COc1ccc(S(=O)(=O)Nc2nc3ccccc3nc2NCc2ccc3c(c2)OCO3)cc1 | 93 | 108 | 102 | 0.0 | 0 | 105 | 100 | 105 |
| 53 | COc1ccccc1NC(=S)NCCSc1ccc(Cl)cc1 | 96 | 96 | 102 | -0.8 | -3 | 96 | 105 | 105 |
| 54 | C=CCn1c(SC(C)C(=O)Nc2ccc(F)c(F)c2F)nnc1C1CC1 (stereo not drawn) | 111 | 92 | 92 | 0.1 | 4 | 94 | 99 | 87 |
| 55 | C[N+](C)(C)CCN(Cc1ccc(Cl)cc1)c1ccccn1 | 99 | 101 | 98 | -0.1 | -2 | 103 | 97 | 105 |
| 56 | CC1(C)CC(NC(=O)C2CCCCC2)CC(C)(C)N1 | 102 | 101 | 104 | -0.1 | . | 98 | 99 | 102 |
| 57 | Cc1onc(-c2ccccc2Cl)c1C(=O)NC(=S)NCCc1ccccc1 | 107 | 100 | 98 | -0.1 | 4 | 95 | 96 | 105 |
| 58 | Cc1cccc(CSc2nncc(=O)[nH]2)c1 | 99 | 101 | 100 | -0.1 | -1 | 102 | 97 | 102 |
| 59 | Cc1cccc(C)c1NC(=O)CN(C)C(=O)c1cccc(-n2cccc2)c1 | 110 | 98 | 98 | 0.0 | -2 | 110 | 112 | 105 |
| 60 | CNCCCOc1cccc(OC(C)C)c1 | 98 | 108 | 103 | -0.1 | 5 | 106 | 112 | 122 |
| 61 | O=S(=O)(Nc1ncccn1)c1ccc(NC(=S)NCCc2ccc(Cl)cc2)cc1 | 105 | . | 87 | 0.0 | -2 | 88 | 89 | 93 |
| 62 | CC(NC(=O)COC(=O)CN1C(=O)C2CCCCC2C1=O)c1ccccc1 (stereo not drawn) | 93 | 108 | 100 | 0.0 | -1 | 101 | 88 | 106 |
| 63 | CCOC(=O)C1=C(C)Nc2ccccc2N=C1NC(=O)c1cc(C)on1 | 99 | 95 | 99 | 0.0 | 1 | 99 | 103 | 102 |
| 64 | O=S(=O)(NC(=NC1CCCCC1)c1ccccc1)c1ccccc1 | 106 | . | 107 | 0.0 | -1 | 108 | 104 | 123 |
| 65 | CCO[C@@H]1OC(C(=O)NCc2nc3ccccc3[nH]2)=C[C@H](c2ccc(C(F)(F)F)cc2)[C@H]1CCCO | 105 | 100 | 101 | 0.0 | 4 | 99 | 93 | 108 |
| 66 | Cc1ccc(C)c(NC(=O)CSc2n[nH]c(-c3ccccn3)n2)c1 | 103 | 100 | 105 | 0.1 | 1 | 100 | 96 | 108 |
| 67 | Cn1c(=O)oc2cc(S(=O)(=O)NCCC(=O)NCCc3ccc(Cl)cc3)ccc21 | 97 | 98 | 97 | -0.1 | 6 | 101 | 103 | 104 |
| 68 | O=C(NCCCc1nc2ccccc2[nH]1)c1ccco1 | . | . | 108 | -0.1 | 20 | 90 | 85 | 98 |
